# Assay outcomes from PubChem.
# CIT2 TOR yeast: yeast TOR pathway CIT2-GFP modulation | GFP response vs DMSO, % at 10 µM | hit rate 0.065% among 320,000 | S. cerevisiae CIT2-GFP strain, flow cytometry, 3 h; 100 means same as DMSO wells;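 active means GFP response relative to DMSO above a set limit, near the screen mean plus 3 SD, cut at about 150% in these data; inconclusive means Fewer than 70 cells measured for a yeast strain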;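 further: ratio of well median GFP fluorescence to mean of DMSO wells on the plate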
# RPL19A TOR yeast: alters RPL19A-GFP fluorescence in TOR pathway yeast screen; percent response vs DMSO, % at 10 µM; S. cerevisiae RPL19A-GFP strain, flow cytometry, 3 h; active compounds read low; hit rate 0.3% among 330,000; AID 2025;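 active means percent response vs DMSO below 50%; inconclusive means fewer than 70 events counted for the yeast strain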;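 further: median channel GFP fluorescence of the barcoded RPL19A-GFP strain; ratio of sample median GFP to plate DMSO average so 100% = DMSO; lower means less RPL19A-GFP as with rapamycin TOR inhibition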
# LAP4 TOR yeast: yeast TOR pathway LAP4-GFP modulation; S. cerevisiae LAP4-GFP multiplex, flow cytometry GFP, 3 h; median GFP as percent of DMSO wells; GFP response vs DMSO, % at 10 µM; hit rate 0.34% among 320,000; AID 2023;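 active means GFP response vs DMSO above a set limit, about the screen mean plus 3 SD, cut at about 150% in these data; inconclusive means under 70 cell events counted for the yeast strain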
# AGP1 TOR yeast: yeast TOR pathway AGP1-GFP modulation; AID 2066; GFP response vs DMSO, % at 10 µM; hit rate 0.02% among 320,000; S. cerevisiae AGP1-GFP multiplex flow cytometry, 3 h; GFP as percent of DMSO wells;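 active means GFP response relative to DMSO above a set limit, near screen average plus 3 SD, cut at about 150% in these data; inconclusive means fewer than 70 cells counted for the yeast strain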;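 further: median GFP channel fluorescence of the gated AGP1 strain per well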
# GRK2 inh: blocks RNA aptamer binding to human GRK2; hit rate 0.59% among 330,000; bead flow cytometry, FAM-aptamer displacement from GRK2; inhibition of aptamer binding, % at 10 µM; P25098;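 active means inhibition of aptamer binding above 40%, roughly 3 SD of noise, on plates passing a quality check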;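 further: median bead fluorescence of bound FAM aptamer so fluorescent compounds give negative values; no value below 0 was filed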
# Target sequence (P25098 whole entry, looked up): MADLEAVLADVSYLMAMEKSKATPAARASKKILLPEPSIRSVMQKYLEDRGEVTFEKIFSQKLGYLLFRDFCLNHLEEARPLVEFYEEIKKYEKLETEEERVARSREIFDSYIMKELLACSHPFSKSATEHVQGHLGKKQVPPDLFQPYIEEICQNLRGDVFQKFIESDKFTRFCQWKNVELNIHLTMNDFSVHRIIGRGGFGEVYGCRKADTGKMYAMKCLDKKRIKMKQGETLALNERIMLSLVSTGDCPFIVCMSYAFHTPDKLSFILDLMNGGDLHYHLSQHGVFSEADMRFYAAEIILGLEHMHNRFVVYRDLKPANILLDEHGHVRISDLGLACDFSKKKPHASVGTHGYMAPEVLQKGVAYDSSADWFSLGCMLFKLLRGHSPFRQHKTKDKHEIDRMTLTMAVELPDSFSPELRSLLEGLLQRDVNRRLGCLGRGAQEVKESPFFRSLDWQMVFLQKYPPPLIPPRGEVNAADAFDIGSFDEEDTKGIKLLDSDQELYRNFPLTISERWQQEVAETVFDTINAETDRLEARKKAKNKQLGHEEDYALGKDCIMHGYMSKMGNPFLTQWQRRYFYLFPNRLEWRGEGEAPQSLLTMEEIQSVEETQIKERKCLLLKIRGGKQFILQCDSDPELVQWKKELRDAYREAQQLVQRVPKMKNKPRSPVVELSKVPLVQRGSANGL
# MEP2-GFP yeast: yeast TOR pathway MEP2-GFP modulation. S. cerevisiae MEP2-GFP strain, flow cytometry GFP, 3 h; 100% = DMSO control level. GFP response vs DMSO, % at 10 µM. hit rate 0.51% among 330,000. AID 2016;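 active means GFP response versus DMSO above a set limit, roughly screen mean plus 3 SD, cut at about 180% in these data; inconclusive means fewer than 70 cells counted for a yeast strain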;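 further: median GFP fluorescence of the barcode-gated MEP2-GFP cells per well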
# GASC-1 inh: human JMJD2C demethylase inhibition; Q9H3R0; GST-JMJD2C(1-420) H3K9me3 demethylation, DELFIA europium; inhibition, % at 2.35 µM; hit rate 0.069% among 330,000; AID 2099;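 active means more than half of a compound's replicate wells show inhibition beyond 50%, single wells judged on their own value; inconclusive means some, but no more than half, of replicates pass 50% inhibition; inactive means no replicate passes 50% inhibition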;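 further: signal counts dimethyl H3K9 product captured on neutravidin plate; 0% = median of DMSO wells and 100% = 0.3 times that DMSO median; strong numbers were not always called active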
# Target sequence (Q9H3R0 1-420 limits assumed): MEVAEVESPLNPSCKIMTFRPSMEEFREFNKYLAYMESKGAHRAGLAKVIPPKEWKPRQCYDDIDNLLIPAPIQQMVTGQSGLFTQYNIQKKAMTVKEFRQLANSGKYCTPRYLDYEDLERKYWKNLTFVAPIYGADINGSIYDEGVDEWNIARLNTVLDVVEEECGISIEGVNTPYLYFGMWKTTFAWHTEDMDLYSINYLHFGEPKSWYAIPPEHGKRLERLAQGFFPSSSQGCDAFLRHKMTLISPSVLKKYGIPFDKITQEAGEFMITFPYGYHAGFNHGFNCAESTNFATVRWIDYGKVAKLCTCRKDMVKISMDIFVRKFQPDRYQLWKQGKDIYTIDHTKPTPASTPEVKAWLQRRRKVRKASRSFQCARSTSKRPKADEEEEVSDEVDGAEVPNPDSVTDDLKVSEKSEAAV
# VLA-4 inh: inhibition in a human VLA-4 binding assay; P13612; VLA-4 expressing cells, ligand binding flow cytometry; inhibition, % (about 7 µM as worked out from the volumes in the protocol); hit rate 0.2% among 330,000; AID 2557; in the data active means inhibition above about 50%
# Numbers without * were called inactive; i = inactive; ? = inconclusive; nt = not tested or not shown; [ ] = dose if it differs, or a comment.
CIT2 TOR yeast	RPL19A TOR yeast	LAP4 TOR yeast	AGP1 TOR yeast	GRK2 inh	MEP2-GFP yeast	GASC-1 inh	VLA-4 inh	smiles
92	93	96	95	1	97	22	-6	CCOC(=O)N1CCN(Cc2cc(=O)oc3cc4c(cc23)CCC4)CC1
nt	97	nt	nt	1	100	-2	10	Cc1cccc(-n2cnc3sc(C)c(C)c3c2=O)c1
111	100	96	109	1	107	0	1	CCc1nnc(NC(=O)CSc2nnc(-c3ccncc3)n2C)s1
99	88	104	105	0	87	-34	14	Cn1c(=O)c2c(nc(N/N=C/c3cccnc3)n2Cc2ccccc2)n(C)c1=O
91	95	109	89	2	103	nt	13	O=C(Nc1cccc2nsnc12)c1ccc2c(c1)OCCO2
92	96	109	99	0	97	nt	-7	CCC1CCc2sc(C(=O)NCC3CCCO3)cc2C1 (centres undefined)
101	103	105	92	0	110	-25	7	CCOC(=O)C1CCN(C(=O)Cc2ccc(-c3ccccc3)cc2)CC1
102	103	99	93	7	104	-21	9	COC(=O)c1cc(NC(=O)CC2NC3CCCCC3NC2=O)cc(C(=O)OC)c1 (centres undefined)
97	98	94	97	1	101	-2	17	O=C(Nc1nnc(Cc2ccc(Cl)cc2)s1)C1CCCO1 (centres undefined)
96	101	108	108	0	97	-3	-5	Cc1ccnc(NC(=O)CN2C(=O)c3ccccc3S2(=O)=O)c1
?	59[may fluoresce violet]	?	?	1	152[may fluoresce violet]	-10	10	Nc1nc(-c2nc3ccccc3[nH]2)cs1
116	105	94	110	0	102	10	1	O=C(NCCCN1CCOCC1)c1cc2nc(-c3ccco3)cc(C(F)(F)F)n2n1
87	97	94	99	2	95	3	-9	CCC(CO)Oc1cc(NC(=O)c2ccccc2N)c2ncn(C(C)C)c2c1 (centres undefined)
nt	99	113	103	0	105	5	-5	CN(C)/N=C/c1ccc(Sc2ccccc2[N+](=O)[O-])o1
93	85	95	88	0	88	-6	-2	COc1cc([N+](=O)[O-])ccc1NC(=O)/C=C/C(=O)O
81	58[may fluoresce green]	150[may fluoresce green]	85[may fluoresce green]	0	86	-29	17	Cc1ccc(-n2c(C)cc(C(=O)COC(=O)c3ccc[nH]c3=O)c2C)cc1C
108	108	107	102	0	118	6	-14	CC(=O)Nc1c2c(nn1-c1ccccc1C)CS(=O)(=O)C2
98	99	90	100	2	102	1	4	CCc1n[nH]c(=O)n1Cn1c(CC)n[nH]c1=O
99	102	102	101	2	104	36	1	COC(=O)C(NS(=O)(=O)c1ccccc1Cl)c1ccccc1 (centres undefined)
106	100	102	104	0	99	-1	5	CCC(=O)N1c2ccccc2NC2=C(C(=O)CC(c3ccco3)C2)C1c1ccco1 (centres undefined)

# Continuation.
CIT2 TOR yeast	RPL19A TOR yeast	LAP4 TOR yeast	AGP1 TOR yeast	GRK2 inh	MEP2-GFP yeast	GASC-1 inh	VLA-4 inh	smiles
105	102	103	102	0	108	7	8	COc1ccc(Br)cc1S(=O)(=O)Nc1ncccc1C
97	100	102	102	0	105	-10	4	CN(C(=O)COC(=O)COc1ccc(Cl)cc1)C1CCCCC1
103	100	103	110	0	101	9	10	Cn1ncc(Br)c1C(=O)NC1CCCCC1
100	94	108	105	2	99	4	11	CN(C)c1ccc(C(=O)NNC(=O)c2ccc(Cl)cc2)cc1
77	99	113	92	0	93	-7	6	Cc1ccc(CNS(=O)(=O)c2ccc(C)s2)cc1
101	100	96	98	0	96	1	-4	Nc1nc(C(c2ccccc2)c2ccccc2)cs1
81	115	79	85	1	99	13	46	CCn1c(CNc2ccc(C(=O)O)cc2)nc2ccccc21
103	104	102	105	5	98	7	10	COc1ccc(OCc2cc(C(=O)N(C)Cc3cc(C)no3)no2)c(Cl)c1
104	104	96	105	0	101	-1	1	CCN1CCC(NCCc2ccc(F)cc2)CC1
89	101	81	89	1	101	3	-5	COc1cccc(CN2CC(C(=O)NCCc3ccc(C)o3)CCC2=O)c1 (centres undefined)
94	94	98	90	1	94	2	4	O=C(CC1C(=O)NCCN1CC1CCCCC1)NCc1ccc(F)cc1 (centres undefined)
111	105	100	107	0	112	-12	5	Cc1ncc(CO)c(/C=N/NC(=O)c2ccc(Br)cc2)c1O
106	100	104	105	1	108	-4	4	CN1C(=O)NC(c2ccccc2)C2=C1CN(Cc1ccco1)C2=O (centres undefined)
98	104	104	103	1	100	-14	10	CCOc1cc(C(=O)Nc2ccc(C)cc2C)ccc1OCC(=O)N1CCCCC1
99	98	98	101	0	103	-7	9	O=C(Cn1cnc2ccccc21)Nc1ccc(C(=O)O)cc1
99	105	106	103	3	107	0	6	CCC(Cc1ccccc1)NS(=O)(=O)c1c(C)nc2scc(C)n2c1=O (centres undefined)
91	95	95	94	0	101	i	2	CC(=O)c1c(C)[nH]c(C(=O)CSc2nc3ccccc3c(=O)n2CCCN2CCOCC2)c1C
99	98	96	99	4	93	9	-7	CCN(CC)C(=O)[C@H]1CC(CC(=O)NCCCN(C)C)C(=O)N2CCc3c([nH]c4ccccc34)[C@]12C (some centres undefined)
114	96	114	115	3	94	0	-3	O=C1c2ccccc2C(=O)c2[nH]c(=O)[nH]c21
81	91	97	90	3	89	-6	-2	N#Cc1c(-c2ccccc2)ccn(Cc2ccccc2Cl)c1=O

# Reprinted from the listing (11 entries):
CIT2 TOR yeast	RPL19A TOR yeast	LAP4 TOR yeast	AGP1 TOR yeast	GRK2 inh	MEP2-GFP yeast	GASC-1 inh	VLA-4 inh	smiles
89	101	81	89	1	101	3	-5	COc1cccc(CN2CC(C(=O)NCCc3ccc(C)o3)CCC2=O)c1 (centres undefined)
94	94	98	90	1	94	2	4	O=C(CC1C(=O)NCCN1CC1CCCCC1)NCc1ccc(F)cc1 (centres undefined)
111	105	100	107	0	112	-12	5	Cc1ncc(CO)c(/C=N/NC(=O)c2ccc(Br)cc2)c1O
106	100	104	105	1	108	-4	4	CN1C(=O)NC(c2ccccc2)C2=C1CN(Cc1ccco1)C2=O (centres undefined)
98	104	104	103	1	100	-14	10	CCOc1cc(C(=O)Nc2ccc(C)cc2C)ccc1OCC(=O)N1CCCCC1
99	98	98	101	0	103	-7	9	O=C(Cn1cnc2ccccc21)Nc1ccc(C(=O)O)cc1
99	105	106	103	3	107	0	6	CCC(Cc1ccccc1)NS(=O)(=O)c1c(C)nc2scc(C)n2c1=O (centres undefined)
91	95	95	94	0	101	i	2	CC(=O)c1c(C)[nH]c(C(=O)CSc2nc3ccccc3c(=O)n2CCCN2CCOCC2)c1C
99	98	96	99	4	93	9	-7	CCN(CC)C(=O)[C@H]1CC(CC(=O)NCCCN(C)C)C(=O)N2CCc3c([nH]c4ccccc34)[C@]12C (some centres undefined)
114	96	114	115	3	94	0	-3	O=C1c2ccccc2C(=O)c2[nH]c(=O)[nH]c21
81	91	97	90	3	89	-6	-2	N#Cc1c(-c2ccccc2)ccn(Cc2ccccc2Cl)c1=O

# (next part)
CIT2 TOR yeast	RPL19A TOR yeast	LAP4 TOR yeast	AGP1 TOR yeast	GRK2 inh	MEP2-GFP yeast	GASC-1 inh	VLA-4 inh	smiles
99	104	102	103	0	101	3	15	CCn1c(=O)c(C(=O)CN(C)Cc2cccc(OC)c2OC)c(N)n(Cc2ccccc2)c1=O
95	105	102	99	0	100	-1	8	COC(=O)c1ccc(/C=N/OCC(=O)NC2CCCCCCC2)cc1
88	99	95	21	0	111	7	11	CCOC(=O)c1c(-c2ccccc2)csc1NC(=O)/C(C#N)=C/c1ccc(OC)c(OC)c1
105	103	90	114	8	103	2	2	Cc1cc(O)c(C)c(O)c1/C=N/NC(=O)c1cccnc1
108	105	105	109	3	118	-1	1	O=C(O)c1ccc(NC(=S)NCc2ccccc2)cc1
90	93	93	97	0	99	3	4	CC(=O)NCCN1C(=O)C2C3c4ccccc4C(c4ccccc43)C2C1=O (centres undefined)
100	98	94	95	5	99	31	13	CC(=O)N1c2ccc(S(=O)(=O)NCCC(=O)NCCc3ccc(C)cc3)cc2CC1C (centres undefined)
95	103	97	99	0	114	5	-5	O=C(c1ccccc1)N1CCN(c2ncccn2)CC1
96	99	118	102	0	105	3	-6	O=C(CSc1ccc2nnc(-c3ccccn3)n2n1)Nc1ccc(F)cc1F
86	108	83	91	1	100	-8	1	Nc1ccc(C(=O)N/N=C/c2cn(Cc3cccc(F)c3)c3ccccc23)cc1
98	106	98	106	0	100	3	0	Cc1cc(=O)[nH]c(SCC(=O)NNC(=O)Cc2ccccc2)n1
105	100	98	102	0	106	6	1	O=C(CCSc1ccccc1)NCCN1CCOCC1
93	99	104	117	6	96	-10	8	O=C1c2cc(N3CCCC3)c([N+](=O)[O-])cc2C(=O)N1c1ccccc1
109	99	99	103	0	103	2	-7	CCOc1ccc(-c2nnc(SCC(=O)N3CCN(c4ccccc4)CC3)o2)cc1
96	96	88	86	2	91	19	0	COc1ccc(/C=C/C(=O)NC(=S)N2CCCCC2)cc1OC
123	104	108	102	4	113	7	8	COc1cc(NC(=O)c2ccc([N+](=O)[O-])o2)ccc1NC(=O)c1ccco1
93	102	92	100	0	105	8	7	Cc1nc(CC(=O)O)c(-c2ccccc2)s1
94	104	107	90	2	90	10	-21	CC(Nc1nc(-c2ccc(F)cc2)cs1)c1nc2cc(C(F)(F)F)ccc2n1CCOCCO (centres undefined)
96	95	85	90	6	94	22	-13	CC1CCc2c(nc3ncnn3c2NCCc2ccccc2F)C1 (centres undefined)
111	99	108	109	4	100	4	i	CCOC(=O)c1nn(-c2ccc(Cl)cc2Cl)c(=N)c(C#N)c1C

# Only AGP1 TOR yeast (2 entries from above):
Structure	AGP1 TOR yeast
O=C(Nc1nnc(Cc2ccc(Cl)cc2)s1)C1CCCO1 (centres undefined)	97
Cc1ccnc(NC(=O)CN2C(=O)c3ccccc3S2(=O)=O)c1	108

# (more compounds)
CIT2 TOR yeast	RPL19A TOR yeast	LAP4 TOR yeast	AGP1 TOR yeast	GRK2 inh	MEP2-GFP yeast	GASC-1 inh	VLA-4 inh	smiles
69	111	90	83	1	97	0	29	COc1ccc(OC(C)=O)c(C2c3cc(OC)c(OC)cc3CCN2C(C)=O)c1 (centres undefined)
85	91	108	96	4	107	4	26	CCOc1ccccc1C(=O)OCC(=O)Nc1nnc(-c2ccccc2)o1
92	101	89	96	0	104	-10	10	COc1ccc(C(=O)NCC(=O)OCC(=O)NCCC2=CCCCC2)cc1
102	106	96	108	4	110	4	0	O=C(CN1c2cccc3cccc(c23)S1(=O)=O)Nc1ccccc1
106	107	102	102	0	108	3	6	COc1ccc(-n2cnc3scc(-c4ccc(OC)c(OC)c4)c3c2=O)cc1
97	98	97	97	0	104	7	2	O=S(=O)(c1ccc(F)cc1)N1CCN(CCc2ccccc2)CC1
102	98	105	108	0	97	2	-3	CCOC(=O)C1=C(N)Oc2c(oc(CO)cc2=O)C1c1ccccc1 (centres undefined)
102	96	97	103	0	105	-3	24	N#Cc1c2c(c(-c3ccco3)[nH]c1=O)CCCC2
104	100	86	95	0	87	-36	-16	CCOC(=O)N1CCN(C(=O)C(NC(=O)c2ccco2)C(C)C)CC1 (centres undefined)
85	99	86	88	4	92	-4	-5	CC(=O)c1cccc(NC(=O)NN2CCN(C)CC2)c1
97	106	104	96	0	99	1	-6	COc1ccc(NC(=O)c2ccc(-c3nn(C)c(=O)c4ccccc34)cc2)cc1
104	102	103	102	0	105	-7	-10	COC(=O)C1=NNC2(c3ccc(C)cc3)C(=O)N(c3cccc(C)c3C)C(=O)C12 (centres undefined)
108	106	108	109	0	107	-7	3	COc1ccc(-c2cc(C(=O)Nc3ccc(S(=O)(=O)Nc4onc(C)c4C)cc3)c3ccccc3n2)cc1
106	107	106	104	0	106	8	-40	CSc1nc(NCC(C)C)c2c3c(sc2n1)CN(C)CC3
